# KKLEB cytotox: cytotoxicity in KKLEB CF airway cells, primary screen, cytotoxicity control for CF NF-kB inhibitor project, cell-based, uHTS, fluorescence assay plates; KKLEB CF airway cells viability, ATPlite luminescence, overnight; active compounds read low; cells stimulated with P. aeruginosa culture filtrate; activity change (cytotoxicity), % at 5 µM; 360,000 compounds, 0.36% hits; AID 602141, 2011;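 active = corrected activity change at or below -50% at 5 µM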
# CF NFkB inh: inhibitors of PAF-induced NF-kB signaling, primary screen, cell-based, GFP fluorescence, uHTS | KKLEB NF-kB-GFP reporter, GFP fluorescence overnight | 360,000 compounds, 0.86% hits | AID 588850, 2011 | inhibition, % at 5 µM;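 active = at least 50% inhibition at 5 µM, scaled per plate between neutral and stimulator controls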;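 also: PAF is a Pseudomonas aeruginosa culture filtrate used as stimulus; plate controls were PAF-stimulated DMSO wells for no effect and unstimulated DMSO wells for full effect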
# Peg3 prom inh: Peg3 promoter-driven luciferase inhibitors, primary screen, cell-based, HeLa, luciferase luminescence; HeLa PEG-Prom luciferase reporter, overnight; inhibition, % at 20 µM; 360,000 compounds, 1.7% hits; AID 588405, 2011;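 active = inhibition of at least 50% at 20 µM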
# Vif inh: HIV Vif self-association inhibitors, primary screen, imaging, HEK293T, single point. HEK293T cells, Vif self-association by quenched fluorescence, 24 h. inhibition, % at 7.49 µM. 340,000 compounds, 0.35% hits. AID 602346, 2012; in the data active = inhibition above about 50%, passing the limit was not always enough; also: some results filed as inactive read as strong as hits
# MITF TRPM1 inh: inhibitors of MITF-dependent TRPM1 promoter reporter, primary screen, cell-based, SK-MEL-5, single point, luciferase; 330,000 compounds, 0.83% hits; inhibition, % at 12.5 µM; SK-MEL-5 TRPM1 promoter luciferase, 24 h; AID 488899, 2010;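 active = mean inhibition across replicates of 60% or more, whatever share of single replicates reaches that level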; also: values of inactives mirror those of a sister screen read the other way
# Shn3 inh set2: reduction of Shn3 3'UTR firefly luciferase signal, primary screen, Schnurri-3 inhibitor project, cell-based, Clone20 osteoblasts, set 2 | AID 588674, 2011 | Clone20 osteoblast Shn3 3'UTR firefly luciferase, 24 h | inhibition, % at 12.5 µM | 360,000 compounds, 0.52% hits;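 active = mean inhibition of at least 75% with every replicate also reaching 75%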;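 also: 0% = median of neutral control wells and 100% = pilot-screen positive control compound; some compounds past the cut are filed as inactive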
# CaV13 FRET inh: Disruptors of the CACNA1D IQ motif to Ca2+-dependent inactivation inhibitor domain association, primary screening, Förster resonance energy transfer in intact living … | 340,000 compounds, 0.098% hits | inhibition, % at 12.3 µM | AID 743397 | HEK cells, CFP/YFP FRET ICDI-IQ, plate reader, 10 min; percent FRET-ratio fall versus neutral wells;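 active = mean replicate inhibition of at least 30% and at least 1% of replicates passing that level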;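 also: 0% = median of the neutral control wells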
# PDI inh: inhibitors of human PDI, primary screen, biochemical, turbidity, single point, plate reader | Protein disulfide-isomerase (Homo sapiens), P07237 | PDI insulin aggregation turbidity, A650, 90 min | inhibition, % at 10 µM | 350,000 compounds, 0.052% hits | AID 588391, 2011;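 active = mean inhibition across replicates of 30% or more, whatever share of single replicates reach that level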;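 also: absorbance from insulin aggregation driven by PDI reduction with DTT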
# Target sequence (P07237 whole entry, looked up): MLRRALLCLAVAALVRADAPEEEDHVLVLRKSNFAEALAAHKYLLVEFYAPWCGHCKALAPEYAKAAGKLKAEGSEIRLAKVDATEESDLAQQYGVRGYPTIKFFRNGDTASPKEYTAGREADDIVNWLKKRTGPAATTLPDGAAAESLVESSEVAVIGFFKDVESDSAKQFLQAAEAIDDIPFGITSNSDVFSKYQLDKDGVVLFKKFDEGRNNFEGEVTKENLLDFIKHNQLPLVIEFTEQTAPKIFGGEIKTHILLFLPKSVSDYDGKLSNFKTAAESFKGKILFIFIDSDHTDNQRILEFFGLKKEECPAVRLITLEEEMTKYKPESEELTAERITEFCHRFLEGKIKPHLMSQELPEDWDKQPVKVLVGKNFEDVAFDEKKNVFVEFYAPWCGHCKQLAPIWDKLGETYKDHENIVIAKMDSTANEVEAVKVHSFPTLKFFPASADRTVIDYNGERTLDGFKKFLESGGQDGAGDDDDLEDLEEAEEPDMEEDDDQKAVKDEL
# NR2E3 ag-1: inhibitors of NR2E3-RetCOR corepressor binding, primary screen, NR2E3 agonist project, biochemical, TR-FRET, GST-NR2E3, biotin-RetCOR; 320,000 compounds, 0.12% hits; AID 2300, 2010; 1536-well; Photoreceptor-specific nuclear receptor (Homo sapiens), Q9Y5X4; inhibition of corepressor binding, % at 4.78 µM;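 active = percent inhibition above the cutoff of mean plus 3 SD of all tested compounds, set per screening campaign, cut at about 20% in these data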;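 also: 0% = DMSO wells and 100% = biotin wells as full block of FRET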
# Target sequence (Q9Y5X4 whole entry, looked up): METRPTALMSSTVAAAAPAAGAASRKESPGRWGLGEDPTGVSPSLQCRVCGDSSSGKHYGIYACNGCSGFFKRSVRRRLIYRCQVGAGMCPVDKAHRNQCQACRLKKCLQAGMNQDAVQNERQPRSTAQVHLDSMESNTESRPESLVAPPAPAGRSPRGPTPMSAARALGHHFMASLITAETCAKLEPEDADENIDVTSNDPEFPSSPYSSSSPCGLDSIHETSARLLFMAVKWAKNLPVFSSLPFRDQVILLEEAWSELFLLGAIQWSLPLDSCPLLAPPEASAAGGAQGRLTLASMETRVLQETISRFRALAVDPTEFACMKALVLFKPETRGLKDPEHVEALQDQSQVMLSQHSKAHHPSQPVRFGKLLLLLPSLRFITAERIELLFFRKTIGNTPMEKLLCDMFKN
#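 Material: NR2E3–RetCOR corepressor complex | Quantity: 1.35 nM GST-tagged NR2E3 final | Schedule: 5 h at 4 °C | Replication: Singlicate compound wells | Reagent: RetCOR corepressor, biotinylated, 7 nM | Controls: Biotin wells as high control, 0.6% DMSO wells as low control | Signal: TR-FRET, Eu(K)-anti-GST donor, streptavidin-D2 acceptor, ex 340, em 617/671 nm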
# HIF-2a block: HIF-2a reporter inhibitors, primary screen, luminescence, 786-0 RCC cells; 786-0 RCC cells HIF-2a reporter, luciferase luminescence, overnight; inhibition, % at 18.8 µM; 360,000 compounds, 0.72% hits; AID 624352, 2012;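 active = inhibition of the luminescence signal of 40% or more relative to plate controls, in a single-dose primary screen at 18.75 µM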
# NR2E3 ag-2: NR2E3 agonists in two-hybrid cells, primary screen, cell-based, luminescence, CHO-S, Gal4-NCOR/VP16-NR2E3; AID 602229, 2012; 360,000 compounds, 0.35% hits; luciferase; inhibition of corepressor binding, % at 3.98 µM;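 active = inhibition above the mean of all tested compounds plus 3 SD, cut at about 70% in these data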;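 also: 0% = DMSO with NR2E3 transfected cells and 100% = cells lacking NR2E3 construct; higher means lower luciferase signal from less NR2E3 corepressor binding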
# An asterisk follows results filed as active; nt = no result given; & = joins results of further samples.
SMILES,KKLEB cytotox,CF NFkB inh,Peg3 prom inh,Vif inh,MITF TRPM1 inh,Shn3 inh set2,CaV13 FRET inh,PDI inh,NR2E3 ag-1,HIF-2a block,NR2E3 ag-2
Cc1ccc(C(=O)NCCc2nnc3ccc(SCC(=O)Nc4ccccc4C)nn23)cc1,2,-8,11,nt,6,-9,-4,6,2,17,0
CC(=O)N1CCN(C(=O)COC(=O)/C=C/c2ccc(C(F)(F)F)cc2)CC1,-10,10,4,-1,nt,13,-15,4,nt,6,-1
CCOc1ccc(NC(=O)CCC(=O)N/N=C(\C)c2cccs2)cc1,7,-11,-2,-8,12,6,nt,-5,-5,11,-26
CCCNC(=O)CSc1nccn1Cc1ccco1,-1,-12,10,-1,4,13,-3,1,-2,2,-9
Cc1nn(CC2CC2)c(=O)n1N(C)c1ncc(C(F)(F)F)cc1Cl,4,12,9,1,-14,9,-6,1,-1,16,12
O=C(NC1CC1)c1ccc(C2SCC(=O)N2Cc2ccccc2)cc1 (configuration not stated),4,-6,5,8,8,57,-2,-8,2,14,7
O=S(=O)(Nc1cccc(-c2cn3c(n2)SCC3)c1)c1ccccc1F,-1,6,39,-3,2,-1,nt,26,1,2,-2
Cc1nc2ccccn2c(=O)c1NC(=O)c1ccc2c(c1)OCO2,1,0,-5,0,nt,3,-6,6,nt,-1,-13
CCC(CC)C(=O)N(C)c1c(C)nc2c(OCc3ccc(OC(F)F)cc3)cccn12,-12,-24,23,-9,nt,-14,-11,-2,nt,-8,5
CCn1c(/C=N/Nc2ccc(C(=O)O)cc2)nc2ccccc21,1,-2,-50,-3,-17,18,-15,3,0,-46,3
O=C(NCCS(=O)(=O)N1CCN(c2ccccc2F)CC1)c1cccs1,10,-31,11,4,0,-3,-5,-6,1,7,-4
Cc1cn(C2OC[C@@H](O)[C@@H]2CO)c(=O)[nH]c1=O (some centres not stated),2,-2,9,1,3,-17,-20,-6,-1,6,-32
CC(=O)NC12CC3CC(C1)CC(C(=O)OCC(=O)Nc1ncc(Cl)c(C)c1Cl)(C3)C2,3,-2,3,-6,9,17,-4,10,-1,9,-5
Cc1ccc(C)c(S(=O)(=O)N2CCN(C(=O)CNC(=O)c3sc4ccccc4c3Cl)CC2)c1,-18,11,3,8,20,10,-5,-3,nt,6,-24
COc1ccc(CNc2cc(C)ccn2)cc1,2,27,-145,2,-28,-13,-3,23,4,-140,-64
O=S(=O)(/N=C(/c1ccc(F)cc1)N1CCCCC1)c1ccc(Cl)cc1,9,-5,-2,1,-11,5,-4,-4,-1,12,12
Oc1ccccc1-c1cc(C(F)(F)F)nc(-c2ccccc2)n1,18,6,5,1,11,-6,9,-2,-4,14,-13
Cc1cc(C(C)(C)C)cc(C)c1S(=O)(=O)N1CCN(C(=O)c2cc([N+](=O)[O-])c[nH]c2=O)CC1,-16,-7,2,-6,5,-17,-3,12,-1,7,-5
CCn1c(SCC(=O)N/N=C/C=C\c2ccccc2[N+](=O)[O-])nc2ccccc21,14,-2,8,-3,9,8,-5,-1,2,3,2
O=C(CCN1CCCCC1)N/N=C/c1c[nH]c2ccccc12,1,-18,-30,0,6,5,-15,9,3,-16,14
Cc1cc(C)c(C)c(OCCCCn2cnc3ccccc3c2=O)c1,-34,10,6,-10,-2,-20,-10,-5,-4,5,-13
N#C/C(=C/c1ccc(CNS(=O)(=O)c2ccccc2)o1)C(N)=O,2,10,-9,0,1,5,-5,-2,1,7,6
O=C1NC(=O)C(Cc2cccc(Oc3ccccc3)c2)S1 (configuration not stated),12,-17,-56,-21,-10,-10,-12,9,1,-76,-42
Cc1nn2c(COc3ccc(NC(=O)c4ccccc4Cl)cc3)nnc2c2ccccc12,-18,6,-26,99*,3,9,-5,-9,5,-100,-57
Cc1ccc(/C=N/Nc2cn[nH]c(=O)n2)o1,-6,7,-19,-2,4,-12,3,-18,-2,-1,-22
CSc1cccc(NC(=O)CN(c2ccc(C)cc2C)S(C)(=O)=O)c1,2,-5,9,1,0,4,nt,11,-1,17,-17
CC(=O)c1c(C)nc2nonc2c1N,-1,11,-16,38,-4,-20,nt,10,-1,-1,-7
Cc1cc(C)c(C#N)c(SCC2COc3ccccc3O2)n1 (configuration not stated),-12,-5,-18,-11,12,8,-5,6,4,-5,-18
O=c1c2ccccc2oc2cc(OCc3ccc(F)cc3)cc(O)c12,0,-6,5,50,5,1,-19,-9,nt,-9,10
Cn1ccnc1SCC(=O)N1CCc2ccccc21,10,-20,-153,5,-34,-92,nt,-8,-1,-148,-57
CC(C)N1CCN(Cc2ccc3c(c2)Cc2ccccc2-3)CC1CCO (configuration not stated),3,3,20,-4,-4,-2,4,1,4,13,4
COc1ccc2[nH]c3c(C)c4ccncc4c(C)c3c2c1,-40,78*,107*,-8,95*,-45,nt,nt,-7,15,-4
CCOc1ccc(S(=O)(=O)N2CCN(C(=O)c3cc4c(s3)CCCC4)CC2)cc1,3,-7,16,-5,9,6,-2,6,-1,14,-3
c1ccc(-c2nc3ccccc3[nH]2)cc1,-8,11,-282,-6,-84,-141,-5,-1,0,-300,-114
CC(=O)c1c(C)nc(-c2ccccc2)nc1NC(=O)C(C)C,-1,1,28,-11,9,-4,-5,3,2,12,2
CC(=O)c1cccc(NC(=O)c2cc(-c3ccco3)on2)c1,8,3,-339,-4,-33,-13,-7,-6,-7,-238,-21
CNc1snc(C)c1C(=O)OC(C)C(=O)Nc1cccc(C)c1 (configuration not stated),-13,9,9,-15,8,39,-5,2,nt,11,12
CCOCCCn1c(SCC(=O)NC2CCCCC2)nc2ccccc2c1=O,-12,6,6,-11,nt,-9,-10,-2,nt,-3,1
Cc1cccc(Nc2nc(NCCO)nc(N3CCCC3)n2)c1,22,3,-3,42,-19,-9,-5,-3,0,0,32
COc1cccc(-c2cc(C(=O)N3CCCCCC3)no2)c1,-15,-6,-204,13,nt,-19,-3,nt,2,-100,-142
Cc1cc(NC(=O)C(C)SCC(=O)OCC(=O)N(C)c2ccccc2)no1 (configuration not stated),-3,11,6,13,1,-16,-5,-1,-4,7,-23
COc1ccc([C@H]2C[C@H](O)[C@@H](n3cc(-c4ccc(F)cc4)nn3)CN2Cc2cccs2)cc1,-27,39,69*,-3,nt,43,-6,-5,nt,77*,-18
CCC(C)c1ccc(S(=O)(=O)N2CCN(C(C)C(=O)NC3CCCC3)CC2)cc1 (configuration not stated),10,-10,10,-3,nt,10,-2,5,-3,10,24
O=C(COC(=O)Cc1ccc(Cl)cc1)Nc1ccc(OC(F)F)cc1,-7,0,6,nt,1,-2,-5,2,0,2,9
CCCn1c(Cc2ccccc2)n[nH]c1=S,-3,0,-4,4,8,-12,nt,-2,5,19,-6
COc1ccc(NC(=O)CN(C)CC(=O)Nc2cccc(F)c2)cc1Cl,-4,-4,12,12,-4,18,-3,6,0,14,8
CSCCC(NC(=O)/C(=C/c1ccc2c(c1)OCO2)NC(=O)c1cccc([N+](=O)[O-])c1)C(=O)O (configuration not stated),-8,-1,6,-26&5,-5,1,-3,-1,-1,8,-14
OCC1(Cc2ccc(F)cc2F)CCCN(CCCc2ccccc2)C1 (configuration not stated),-2,3,-6,16,-1,11,-5,1,0,6,10
COc1cc(C(=O)N(c2ccc(C)c(C)c2)C2C=CS(=O)(=O)C2)cc(OC)c1OC (configuration not stated),8,-14,7,23,9,28,-1,0,0,9,-31
COc1ccccc1C(=O)OCC(=O)NC1CCCC1,8,-16,-35,3,-29,-19,-3,4,2,-3,-8
# The list continues:
SMILES,KKLEB cytotox,CF NFkB inh,Peg3 prom inh,Vif inh,MITF TRPM1 inh,Shn3 inh set2,CaV13 FRET inh,PDI inh,NR2E3 ag-1,HIF-2a block,NR2E3 ag-2
CCOc1ccc(C(=O)NCC(=O)NCC(c2ccco2)N2CCCCC2)cc1 (configuration not stated),10,9,7,-2,-9,-61,-15,-2,4,6,-19
Cc1cc(N2CCOCC2)n2nc(C)c(-c3ccc(Cl)cc3)c2n1,-13,22,5,-8,-15,19,-4,-4,4,1,-40
Nc1n[nH]c2cc(=O)n(-c3ccc(Cl)cc3)nc12,1,4,2,-3,-9,-51,8,-4,2,7,-5
O=C(Nc1ccccc1)C1CCCCC1,6,-4,4,-6,12,7,-4,3,2,9,-2
CC(C)(C)c1ccc(C(=O)N2CCC(C(=O)N3CCCCC3)CC2)cc1,10,-6,-6,-7,7,-4,-3,8,8,-20,3
CCN(CCn1cccn1)Cc1cn[nH]c1-c1cccc2ccccc12,-18,17,19,6,2,nt,-6,1,-1,7,-23
CC1(C(=O)NS(=O)(=O)c2ccccc2Cl)CCN1C(=O)CC1CC1 (configuration not stated),-6,-2,-16,-8,nt,-9,-5,-2,nt,7,1
NS(=O)(=O)c1ccc(NC(=O)CN2CCN(S(=O)(=O)c3ccc(F)cc3)CC2)cc1,0,11,3,10,9,4,-5,6,2,7,-20
CC(C)(C)c1ccc(C(=O)c2c[nH]c(C(=O)NCCc3ccccn3)c2)cc1,6,1,-12,-3,-12,10,-7,5,3,-8,-21
CCn1c(-c2ccc(N(C)C)cc2)nc2ccccc21,11,0,-229,-4,-15,31,-5,-2,-3,-207,-79
Cc1sc2ncnc(N3CCC(C(=O)Nc4ccc(Br)cc4Br)CC3)c2c1C,-15,29,8,-1,6,11,-7,-6,-3,10,6
CCCCn1cnc2cc(C)c(C)cc21,-10,12,8,4,-5,-8,-4,7,0,-6,4
Cc1cc(-c2ccc(C(C)C)c(S(=O)(=O)Nc3ccccn3)c2)on1,12,2,-79,5,0,-37,-4,1,3,-80,-16
